High-throughput results: PubChem BioAssay, Sanford-Burnham Center for Chemical Genomics
CXCR6 block – CXCR6 receptor inhibitors, primary screen, cell-based, beta-arrestin, luminescence, CHO-K1 PathHunter, 1536-well | 360,000 compounds, 0.36% hits | inhibition, % at 20 µM | AID 602244, 2012; in the data active means inhibition above about 34%, passing the limit was not always enough;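 further: antagonist mode with CXCL16 agonist at 10 nM final; 0% = 10 nM CXCL16 with DMSO and 100% = unstimulated wells without agonist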
Target sequence (O00574 whole entry, looked up): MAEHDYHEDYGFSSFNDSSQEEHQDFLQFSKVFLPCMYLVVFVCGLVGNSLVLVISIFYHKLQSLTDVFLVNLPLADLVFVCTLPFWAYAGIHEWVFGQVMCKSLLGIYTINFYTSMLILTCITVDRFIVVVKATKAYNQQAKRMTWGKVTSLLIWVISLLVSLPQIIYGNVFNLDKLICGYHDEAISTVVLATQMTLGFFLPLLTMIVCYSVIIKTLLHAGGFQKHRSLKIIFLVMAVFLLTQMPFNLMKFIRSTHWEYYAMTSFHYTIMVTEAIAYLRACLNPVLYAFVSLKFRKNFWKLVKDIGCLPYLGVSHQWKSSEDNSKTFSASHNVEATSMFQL
APJ ag – agonists of human apelin receptor APJ, primary screen, CHO-K1 cells, PathHunter beta-arrestin, luminescence; 0% DMSO wells, 100% apelin; activation, % at 20 µM; 330,000 compounds, 0.11% hits; AID 2520, 2010;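 active means activation more than six SD over the plate average, tested at 20 µM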;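 further: 0% = DMSO alone and 100% = apelin-13 at 10 nM; some results filed as inactive read as strong as hits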
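Test system: CHO-K1 APJ beta-arrestin complementation cell line | Compound: Single test compound dose, 20 µM final, 1% DMSO | Incubation: Compound 90 min 25 °C, reagent 1 h | Measured by: beta-gal luminescence | Read-out basis: APJ–arrestin association signal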
tim23-1 inh – growth inhibitors of tim23-1 mutant yeast, primary screen, luminescence, uHTS; S. cerevisiae tim23-1 growth, BacTiter-Glo luminescence, 24 h; inhibition, % at 20 µM; 330,000 compounds, 1.3% hits; AID 463212, 2010;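 active means growth inhibition of the mutant yeast at or above 50%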;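 further: temperature-sensitive mutant grown at 25 °C; plate controls were DMSO-treated mutant yeast for no effect and medium wells lacking yeast for full effect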
APJ antagonist – antagonists of human apelin receptor APJ, primary screen, CHO-K1 cells, beta-arrestin complementation, luminescence; P35414; 330,000 compounds, 0.32% hits; inhibition, % at 20 µM;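 active means inhibition above about 40% at 20 µM, limit read from the data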;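 further: cells challenged with 10 nM apelin-13 agonist together with compound; plate controls were apelin-13 plus DMSO wells for no effect and DMSO wells lacking apelin-13 for full effect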
EBI2 antag – EBI2 receptor antagonists, beta-arrestin recruitment, primary screen, cell-based, luminescence, 7a,25-OHC stimulation, uHTS; G-protein coupled receptor 183 (Homo sapiens), P32249; 7a,25-OHC stimulated; AID 651636, 2012; 360,000 compounds, 0.81% hits; inhibition, % at 5 µM; in the data active means inhibition above about 38%;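 further: enzyme fragment complementation signal reports receptor beta-arrestin coupling in cells; 0% = agonist plus DMSO wells and 100% = wells without agonist; some results beyond the cut were filed as inactive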
Target sequence (P32249 whole entry, looked up, the tested form may be a part): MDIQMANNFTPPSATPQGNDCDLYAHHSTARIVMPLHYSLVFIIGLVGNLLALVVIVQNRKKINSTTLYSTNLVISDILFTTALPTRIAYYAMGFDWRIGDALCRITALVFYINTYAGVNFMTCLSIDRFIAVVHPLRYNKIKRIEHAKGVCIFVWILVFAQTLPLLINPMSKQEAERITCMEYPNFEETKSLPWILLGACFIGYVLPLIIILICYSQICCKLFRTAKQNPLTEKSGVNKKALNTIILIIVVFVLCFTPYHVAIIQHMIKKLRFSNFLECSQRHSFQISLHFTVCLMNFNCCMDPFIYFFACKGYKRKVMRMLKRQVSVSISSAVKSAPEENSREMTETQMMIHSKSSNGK
CCR6 antagonist – CCR6 receptor antagonists, primary screen, cell-based, CHO-K1, luminescence, beta-arrestin, uHTS. inhibition, % at 20 µM. AID 493098, 2011. 340,000 compounds, 0.49% hits. CHO-K1 CCR6 PathHunter beta-arrestin, CCL20-stimulated;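 active means compounds whose inhibition of the agonist-driven luminescence signal at 20 µM reaches about 50%, limit read from the data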;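 further: cells stimulated with CCL20 at 14 nM final; plate controls were DMSO with CCL20 for no effect and DMSO without agonist for full effect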
Target sequence (P51684 whole entry, looked up): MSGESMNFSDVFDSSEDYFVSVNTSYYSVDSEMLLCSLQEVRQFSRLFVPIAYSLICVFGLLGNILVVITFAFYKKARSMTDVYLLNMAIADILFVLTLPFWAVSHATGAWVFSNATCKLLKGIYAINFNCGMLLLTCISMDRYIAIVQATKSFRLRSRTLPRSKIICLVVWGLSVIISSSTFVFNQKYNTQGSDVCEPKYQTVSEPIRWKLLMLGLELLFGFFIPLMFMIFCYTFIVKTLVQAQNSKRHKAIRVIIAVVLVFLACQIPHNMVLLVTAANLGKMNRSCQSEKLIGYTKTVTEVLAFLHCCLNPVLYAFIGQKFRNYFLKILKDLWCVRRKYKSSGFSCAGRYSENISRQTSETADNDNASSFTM
Mdm2 MdmX PPI – inhibitors of human Mdm2-MdmX association, primary screen, cell-based, luminescence, split luciferase, SaOS-2, uHTS; inhibition, % at 8 µM; SaOS-2 split-luciferase Mdm2/MdmX complementation; AID 485346, 2010; 330,000 compounds, 3% hits; Protein Mdm4 (Homo sapiens) + E3 ubiquitin-protein ligase Mdm2 (Homo sapiens), …;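 active means inhibition of at least 50% at 8 µM in the primary screen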
XBP1 UPR activ – activators of adaptive XBP1 UPR arm, primary screen, cell-based, CHO-XBP1 luciferase reporter, luminescence, uHTS; 330,000 compounds, 0.33% hits; IRE1-XBP1 UPR activation; percent of tunicamycin response, DMSO as zero; activation, % at 20 µM;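 active means versus positive control, 20 µM dose yields 30% or more activation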;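 further: 100% = tunicamycin at 10 µg/mL and 0% = DMSO only wells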
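Material – CHO cell line with stable XBP1 luciferase reporter · Buffer or medium – F12 plus 10% FBS · Compound – single point, 20 µM final compound, 1% DMSO · Schedule – 16-18 h cell attachment at 37 °C, then 6 h compound exposure · Signal – Steady-Glo luminescence read · Benchmarks – high control tunicamycin 10 µg/mL final, low control DMSO vehicle only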
CHOP UPR activ – activators of apoptotic CHOP UPR arm, primary screen, cell-based, CHO-CHOP luciferase reporter, luminescence, uHTS | AID 449763, 2010 | UPR activation; percent of tunicamycin response over DMSO baseline | activation, % at 10 µM | 330,000 compounds, 0.34% hits;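 active means at 10 µM dose, activation of 40% or more, normalized to positive control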;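 further: 100% = tunicamycin at 10 µg/mL and 0% = DMSO alone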
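Test system: CHO CHOP reporter cells. Input: 500 CHO-CHOP cells per well. Medium: F12 with 10% FBS. Technique: luciferase luminescence. Measure: percent activation relative to tunicamycin control. Dosing: 10 µM compound, 0.5% DMSO. Timing: 16-18 h cell attachment, then 6 h compound exposure, 37 °C.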
* hit, by the source's call; x = not tested or not shown. Not all compounds are listed. The share of hits here may be higher or lower than overall.

SMILES	CXCR6 block	APJ ag	tim23-1 inh	APJ antagonist	EBI2 antag	CCR6 antagonist	Mdm2 MdmX PPI	XBP1 UPR activ	CHOP UPR activ
COc1ccc(C(CNC(=O)C2CC(=O)N(Cc3ccccc3)C2)N2CCCC2)cc1 (stereo unspecified)	5	-3	-45	1	-6	-3	-32	-3	0.4
CC(C)(C)C1CCC(OCC(O)CN2CCN(c3ccccn3)CC2)CC1 (stereo unspecified)	6	-2	-387	-19	1	3	2	0	-0.4
Cc1cc(C)cc(NC(=O)C2C3C=CC4(O3)C2C(=O)N(CCCN2CCCCC2)C4C(=O)NC2CCCCC2)c1 (stereo unspecified)	-2	-2	2	17	-1	-2	9	-2	-1.4
CCOC(=O)C1=C(C)Nc2ccccc2N=C1NC(=O)CCCN1C(=O)c2ccccc2C1=O	-8	0	-15	5	-2	15	33	-2	-1.2
CC(=O)Nc1ccc(OC(=O)Cc2ccc(Cl)cc2)cc1	5	-2	17	-4	-9	5	14	3	-1.3
Cc1ccc2nc(N3C(=O)C(O)=C(C(=O)c4ccc(C)o4)C3c3ccc(O)cc3)sc2c1 (stereo unspecified)	6	-3	23	-28	-1	14	-14	-1	-0.8
Cc1cccc(NC(=O)C(C)OC(=O)c2ccccc2NS(=O)(=O)c2cc(C)c(C)c([N+](=O)[O-])c2)c1 (stereo unspecified)	-7	-2	14	1	3	13	62*	-4	-1.6
CCCCc1cc(=O)oc2cc(OCC(=O)N3CCC(C(N)=O)CC3)ccc12	0	-4	11	15	-3	9	29	-1	1.3
Cn1c(CO)cnc1S(=O)(=O)Cc1ccc([N+](=O)[O-])cc1	-6	-1	-10	-11	-23	4	13	-4	-1.1
CC1=C(C(=O)Nc2cc(C(=O)NCCC(C)C)ccc2C)SCCO1	-10	-1	12	0	4	18	16	-2	0.9
CS(=O)(=O)N(CCc1ccccc1)CC(=O)NCc1ccccn1	-1	0	0	-3	-13	2	2	-2	-3.5
CC(C)CN(C(=O)CSc1ncnc2sccc12)C1CCS(=O)(=O)C1 (stereo unspecified)	3	-2	15	22	0	9	7	-1	-1.8
Cc1ccc(N2C(=O)C3C(C2=O)C(C(=O)c2ccc(Cl)cc2)N2CCCC32)cc1 (stereo unspecified)	2	-3	30	11	-2	-1	23	1	2.6
Cc1cc(C)cc(NC(=O)CSc2nnc(-c3ccccc3)n2N)c1	6	2	-7	-1	10	-24	-11	-1	-2.0
CC(C)(C)N(Cc1ccccc1)C(=O)COC(=O)CN1C(=O)C2CC=CCC2C1=O (stereo unspecified)	-1	-5	18	10	-8	4	6	-1	1.0
O=C(NNC(=O)c1cc(S(=O)(=O)N2CCOCC2)c(Cl)cc1Cl)c1ccccc1F	1	-1	21	-5	0	-5	15	-2	0.1
O=C(O)CC(NCc1ccco1)C(=O)OCCc1ccccc1 (stereo unspecified)	0	-4	2	-18	-9	2	6	1	-1.5
NC(CCCCc1ccccc1)c1cccc2ccccc12 (stereo unspecified)	x	3	22	0	x	x	43	-3	-1.9
Cc1nn(C)c(C)c1CN(C)C(=O)c1nn2c(c1Br)NC(c1cccs1)CC2C(F)(F)F (stereo unspecified)	3	0	-1	7	-4	18	8	-1	1.0
CC(Oc1cccc2ccccc12)C(=O)N/N=C/c1cccnc1 (stereo unspecified)	-2	-3	22	5	26	19	4	-5	0.4
CCCCS(=O)(=O)NC1=NCN(Cc2ccco2)CN1	4	-4	10	-6	-2	3	12	1	0.0
CCn1c(=O)n(CC)c2cc(N3CCCC3)c(NC(=O)c3cccc(C)c3)cc21	2	1	17	5	-6	10	17	-4	-2.9
C=CCn1c(SCC#N)nnc1-c1ccc2ncccc2c1	1	-4	0	31	1	-3	26	-2	2.5
COCCNC(=O)c1cccc(OC2CCN(Cc3ccc(OC(F)F)cc3)CC2)c1	-4	-1	12	-3	4	8	15	0	-0.7
CCN(C(=O)Cc1cccs1)c1nnc(-c2cccnc2)s1	-4	2	-1	22	4	24	-11	2	1.3
COc1cccc(OCC(O)CN2CCN(c3ccccn3)CC2)c1 (stereo unspecified)	1	-2	-2	-7	3	5	-1	-2	-0.3
CCOC(=O)CNC(=O)C(Cc1ccccc1)NS(=O)(=O)c1cccs1 (stereo unspecified)	-3	5	13	12	12	4	15	-1	1.5
Cc1ccccc1C(=O)NC1CCN(Cc2nnnn2C2CCCC2)CC1	1	-9	-1	0	7	10	9	2	-2.3
CCCCNC(=S)Nc1ccc2nc3n(c(=O)c2c1)CCCCC3	1	0	-2	6	-2	8	-2	1	-1.1
O=S1(=O)[C@H]2C[C@@H]3C=C[C@@]2(CN1Cc1cccc(F)c1)O3	0	-2	9	-9	-3	7	9	1	0.1
Cc1ccccc1-n1c(=S)[nH]c2nc3c(cc2c1=O)CCCC3	-1	2	7	12	-5	8	-17	-1	-0.5
O=C(NCCCc1ccccc1)c1cc([N+](=O)[O-])ccc1Cl	-1	1	31	-6	2	-2	-16	5	-0.6
CCOC(=O)C1CCCN(Cc2ccc(O)c(OC)c2)C1 (stereo unspecified)	0	-2	18	-12	-7	-1	12	3	-0.6
CC1(c2ccc(OC(F)F)cc2)NC(=O)N(CC(=O)Nc2ccc(F)cc2)C1=O (stereo unspecified)	-3	2	-4	-8	-12	7	-9	-2	1.4
CN1CCO/C1=C(\C(Cl)=C(Cl)Cl)[N+](=O)[O-]	1	-2	5	-7	5	-6	-6	0	2.1
Clc1ccc(SCc2csc(N3CCOCC3)n2)cc1	12	-3	-1	-10	-1	4	-12	-1	4.8
CCCCNC(=O)/C(C#N)=C/c1ccc(-c2ccc(S(=O)(=O)N3CCOCC3)cc2)o1	10	2	10	-37	-12	5	25	-2	0.5
CN(C)CCCNC(=O)c1cc(S(=O)(=O)N2CCOCC2)ccc1F	1	0	12	4	5	0	-3	-2	0.0
O=C(COC(=O)c1ccc(Cl)nc1)Nc1cccc(S(=O)(=O)N2CCCCC2)c1	-16	1	-2	7	4	11	11	2	-1.6
CC(C)(C)NC(=S)Nc1ccc(Nc2ccccc2)cc1	2	-2	47	11	9	33	8	-3	1.8

The list goes on; it opens with the 2 that closed the last part.
SMILES	CXCR6 block	APJ ag	tim23-1 inh	APJ antagonist	EBI2 antag	CCR6 antagonist	Mdm2 MdmX PPI	XBP1 UPR activ	CHOP UPR activ
O=C(COC(=O)c1ccc(Cl)nc1)Nc1cccc(S(=O)(=O)N2CCCCC2)c1	-16	1	-2	7	4	11	11	2	-1.6
CC(C)(C)NC(=S)Nc1ccc(Nc2ccccc2)cc1	2	-2	47	11	9	33	8	-3	1.8
COc1ccccc1NC(=O)C(=O)c1cn(CC(=O)N2CCCC2)c2ccccc12	9	-4	22	1	6	15	-51	1	4.3
CCC1Oc2ccc(C)cc2N(CC(=O)NCc2cc(OC)ccc2OC)C1=O (stereo unspecified)	-3	1	-16	-5	-4	5	2	-2	3.6
CCc1cccc2c(/C=N/NC(=O)c3cccc(S(=O)(=O)Nc4ccccc4Cl)c3)c[nH]c12	-14	-3	18	-1	5	10	15	-2	-0.5
CCc1ccc(/C=C2/SC(=S)N(CCCC(=O)Nc3ccccc3C(=O)O)C2=O)cc1	8	-5	39	12	11	6	11	-5	-3.8
Cc1ccc2[nH]cc(CCNC(=O)c3ccc4c(c3)OCO4)c2c1	2	-1	21	7	0	16	-1	0	3.3
COc1ccccc1NC(=O)N1CCCC1C(=O)NC1CCCCC1 (stereo unspecified)	0	2	12	-9	-10	3	21	2	-1.4
Cc1c(O)ccc2c(CC(=O)N[C@@H](Cc3c[nH]c4ccccc34)C(=O)O)cc(=O)oc12	4	-3	-6	-1	-13	2	12	-4	-2.3
COc1ccc(NC(=O)CN2CCC(n3c(C)nc4cc(F)ccc43)CC2)c(OC)c1	-7	-7	2	-1	7	-2	20	5	0.0
COc1ccc(C(=O)NN2C(=S)N(c3ccc(OC)cc3)C(=O)C2CC(N)=O)cc1 (stereo unspecified)	-3	-4	-20	-16	-8	11	0	5	1.2
Cc1ccc(CNC(=O)Nc2ccccc2)n1C	-1	-1	7	-4	-12	9	-11	5	3.8
CCC12C(=O)C(CC)(C(c3ccccc3)=C1c1ccccc1)[C@@H]1C(=O)N(c3ccc(C)cc3)C(=O)C12 (stereo partly specified)	7	-3	33	-27	-9	13	9	-2	9.2
CS(=O)(=O)N1CCC(C(=O)Nc2ccccc2F)CC1	-2	-5	14	0	-2	8	36	-4	0.5
COc1ccccc1N1CCN(CC(=O)Nc2c(C)n[nH]c2C)CC1	-4	-5	14	6	-7	-8	14	-3	-0.7
CCOc1ccc(C(C)=O)cc1CSc1nc2nc(C)cc(C)n2n1	14	0	12	17	-1	8	-4	3	-1.4
C=CCN(C(=O)CNC(=O)c1cccs1)C(C(=O)NC1CCCCC1)c1cccnc1 (stereo unspecified)	5	-1	1	-2	-14	16	-17	-2	-0.5
Cc1cc(C)cc(N=Cc2c(O)c3ccccc3oc2=O)c1	8	2	9	10	13	18	12	29	9.9
Cc1nc(C)c(C(=O)OCC(=O)NCCc2ccc(F)cc2)s1	4	0	-4	-4	14	7	19	-1	1.1
COc1ccccc1CNC(=O)c1cc(S(=O)(=O)N2CCCCC2)c[nH]1	-6	-2	2	-62	5	0	-7	-4	-1.6
O=C(CCc1nc2ccccc2c(=O)[nH]1)N1CCN(c2ccc(F)cc2)CC1	2	0	15	14	8	11	-23	-3	-0.5
CC(=O)c1cccc(N(CC(=O)NC2CCCC2)C(=O)c2csnn2)c1	1	-1	-2	3	-2	12	3	-3	-1.1
CCN(CC)C(=O)Cn1nc(-c2ccccc2O)nc1SCC(=O)Nc1ccc(OC)cc1	0	-1	13	-12	14	6	8	0	0.1
COc1cccc(CC(=O)OCC(=O)N(C)CC(=O)Nc2ccc(Cl)c(C(F)(F)F)c2)c1	-5	7	17	3	3	-2	0	-3	2.5
O=C(NCc1ccco1)c1c(F)c(F)c(F)c(C(=O)NCc2ccco2)c1F	-6	-4	-1	2	-1	18	33	0	3.3
N#CCC(=O)Nc1ccc(C(=O)NCc2cccc(Cl)c2)cc1	-3	-4	5	1	3	6	-12	-1	1.6
CC(=O)N/N=C(\C)c1cccc(C(F)(F)F)c1	3	1	8	9	-4	5	0	0	1.7
